Compound activity as filed in PubChem.
PGK inhibitor: blocks T. brucei phosphoglycerate kinase | P07378 | Potency, µM (doses to about 57.5 µM), inactives show at the highest dose activity change, negative = inhibition, most hits filed as inhibitors | AID 602233 | PGK/GAPDH coupled, Kinase-Glo luminescence, 60 min | 0.043% of 380,000 active; further: potency means the concentration at half of the fitted maximal effect; on the % scale 0 is the no-effect control and ±100 the full control effect; nearly all actives have a fitted effect of over 60% in size
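Recombinant glycosomal PGK reaction used 1,3-bisphosphoglycerate generated in-well by GAPDH (100nM final) in 100mM TEA pH 7.6, 5mM MgCl2, 0.01% Tween-20. After 60 minutes at room temperature, ATP was read by Kinase-Glo Plus luminescence end-point.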
APEX1 inh: blocks human APE1 abasic DNA cleavage | Potency, µM (series often up to 65.8 µM), inactives show at the highest dose activity change, negative = inhibition, most hits filed as inhibitors | P27695 | 0.35% of 350,000 active | recombinant APE1, TAMRA/BHQ-2 abasic DNA cleavage fluorescence | AID 2517;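 further: potency means the concentration at half of the fitted maximal effect; plate controls were vehicle for no effect and reference inhibitor for full effect; nearly all actives have a fitted effect of over 55% in size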
Target sequence (P27695 whole entry, looked up): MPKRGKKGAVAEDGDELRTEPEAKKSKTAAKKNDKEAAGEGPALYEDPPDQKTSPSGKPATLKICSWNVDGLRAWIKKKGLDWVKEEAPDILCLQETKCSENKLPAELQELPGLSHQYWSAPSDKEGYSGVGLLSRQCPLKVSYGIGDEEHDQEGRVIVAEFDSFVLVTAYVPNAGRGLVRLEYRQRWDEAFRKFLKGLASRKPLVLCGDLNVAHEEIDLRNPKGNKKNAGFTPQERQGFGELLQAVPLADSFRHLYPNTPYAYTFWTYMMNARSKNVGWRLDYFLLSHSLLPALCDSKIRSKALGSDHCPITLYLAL
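Quantitative HTS: incision of a TAMRA/BHQ-2 double-stranded substrate bearing a tetrahydrofuran abasic site by 0.75 nM APE1 raises fluorescence. Substrate 50 nM final, added after 15 min compound preincubation at room temperature; progress as third-minus-first kinetic read difference.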
Pol eta inh: blocks human DNA polymerase eta activity; Potency, µM (titrated, usually from 114 µM), inactives show top-dose activity change, negative = inhibition, hits mostly inhibitors; AID 588591; recombinant Pol eta, fluorescent DNA replication assay; 1.2% of 390,000 active; Q9Y253; further: potency means the concentration at half of the fitted maximal effect; on the % scale 0 is the no-effect control and ±100 the full control effect
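Fluorescent replication assay: 50 nM final substrate added after a 15 min room-temperature compound preincubation with 10 nM enzyme. Signal taken at 0 min and again at 10 min.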
POLI inh: DNA polymerase iota (human) inhibition | Q9UNA4 | Pol iota fluorescent replication assay, 10 min | Potency, µM (top dose mostly 115 µM), without a hit: top-dose activity, negative = inhibition, hits mostly inhibitors | 1% of 390,000 active | AID 588590; further: potency means the concentration at half of the fitted maximal effect
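Pol iota at 10 nM preincubated 15 min with compounds at room temperature; reaction started with fluorescent substrate, 50 nM final. Fluorescence read kinetically at 0 and 10 min; buffer-only wells as negative control.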
RXFP1 antagonist: blocks the human relaxin receptor RXFP1 | Q9HBX9 | HEK293-RXFP1, relaxin-stimulated cAMP HTRF, 30 min; stronger effect = lower value | activity change, negative = inhibition, % at 57.5 µM | 0.59% of 350,000 active | AID 1259400;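 active means activity change of -60% or lower, but not beyond a set lower limit; inconclusive means change between -60% and -40%, or beyond the set limit; inactive means change above -40%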; further: on the % scale 0 is the no-effect control and ±100 the full control effect
Target sequence (Q9HBX9 whole entry, looked up): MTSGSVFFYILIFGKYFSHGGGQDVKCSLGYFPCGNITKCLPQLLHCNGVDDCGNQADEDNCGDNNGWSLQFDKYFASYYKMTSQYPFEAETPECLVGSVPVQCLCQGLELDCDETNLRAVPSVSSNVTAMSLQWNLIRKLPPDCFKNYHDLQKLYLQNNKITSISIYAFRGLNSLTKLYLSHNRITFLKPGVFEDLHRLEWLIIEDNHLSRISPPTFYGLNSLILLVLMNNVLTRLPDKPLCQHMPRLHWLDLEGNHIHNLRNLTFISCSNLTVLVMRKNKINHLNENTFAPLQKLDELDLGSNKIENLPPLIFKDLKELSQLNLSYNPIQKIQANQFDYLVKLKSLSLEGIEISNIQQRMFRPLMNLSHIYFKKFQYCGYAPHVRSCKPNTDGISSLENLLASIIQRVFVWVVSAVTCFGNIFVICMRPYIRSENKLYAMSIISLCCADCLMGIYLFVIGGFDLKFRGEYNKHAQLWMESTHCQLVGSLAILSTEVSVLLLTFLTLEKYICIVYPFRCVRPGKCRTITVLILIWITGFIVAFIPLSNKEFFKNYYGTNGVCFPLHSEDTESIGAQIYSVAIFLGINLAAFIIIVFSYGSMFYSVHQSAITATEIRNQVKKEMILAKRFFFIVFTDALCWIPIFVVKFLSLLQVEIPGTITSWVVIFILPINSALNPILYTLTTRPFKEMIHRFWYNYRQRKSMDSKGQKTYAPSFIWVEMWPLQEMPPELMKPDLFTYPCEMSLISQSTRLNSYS
BLM helicase inh: blocks DNA unwinding by human BLM helicase. recombinant BLM DNA unwinding, fluorescence dequenching. Potency, µM (series often up to 56.1 µM), for the others: at the top dose activity change, negative = inhibition, most hits filed as inhibitors. 0.2% of 350,000 active. AID 2528;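 further: potency means the concentration at half of the fitted maximal effect; plate controls were vehicle for no effect and no enzyme for full effect; nearly all actives have a fitted effect of over 35% in size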
Pol beta inh: inhibitors of human DNA polymerase beta. Pol beta primer extension/strand displacement, fluorescence kinetic. Potency, µM (titrated, usually from 114 µM), inactives show at the top dose activity change, negative = inhibition, usual class: inhibitors. 1.3% of 340,000 active. AID 485314; further: potency means the concentration at half of the fitted maximal effect; on the % scale 0 is the no-effect control and ±100 the full control effect
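Enzyme-only controls used 10 nM Pol beta; buffer lacking enzyme served as negative control. Compound preincubated 15 min, then 50 nM substrate added; 0 and 10 min reads at room temperature.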
Anesthetic bind: candidate novel general anesthetic via apoferritin binding; 0.074% of 350,000 active; apoferritin/1-aminoanthracene competitive binding, fluorescence; AID 485281; Potency, µM (top dose mostly 77.5 µM), for the others: at the top dose activity change, negative = displacement, most hits filed as inhibitors; further: potency means the concentration at half of the fitted maximal effect; on the % scale 0 is the no-effect control and ±100 the full control effect; nearly all actives have a fitted effect of over 20% in size
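Horse-spleen apoferritin (10 uM) was mixed with 50% saturated 1-aminoanthracene in PBS, exposed to compounds for 10 min at room temperature, and read for fluorescence (ex 380 nm, em 535 nm). Competitive displacement was fitted with a four-parameter Hill equation.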
POLK inh: DNA polymerase kappa (human) inhibition. AID 588579. Potency, µM (titrated, usually from 107 µM), inactives show at the highest dose activity, negative = inhibition, usual class: inhibitors. Q9UBT6. 0.53% of 400,000 active. purified Pol kappa, fluorescent DNA synthesis assay, 10 min; further: potency means the concentration at half of the fitted maximal effect; on the % scale 0 is the no-effect control and ±100 the full control effect
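Here, compound and 10 nM enzyme are combined for 15 min at room temperature; adding 50 nM substrate (final) starts DNA synthesis, tracked by fluorescence at 0 and 10 min against buffer-only wells.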
* hit, by the source's call; & = joins results of further samples; [ ] = another dose, or the depositor's remark. Unless noted, the call rests on the fitted dose curve; in most records, active means well fitted curve in the direction sought with a large enough effect; inconclusive means small, poorly fitted or top-dose-only effect, or another doubt; inactive means no such curve, though single readings can be large; an effect the other way counts as inactive or inconclusive. Some of the compounds tested; count on the stated rates, not on these rows.

How did CCSC(C)CC1C/C(=N/O)c2c(C)noc2C1 (stereo not given) do in these assays?
APEX1 inh: -3%; Pol eta inh: 4%; POLI inh: -45%; RXFP1 antagonist: 1; BLM helicase inh: -6%; Pol beta inh: 13%; Anesthetic bind: -23%; POLK inh: 0%

Results for Cn1nc(-c2ccccc2)c2nc3ccccc3nc21 ?
PGK inhibitor: 2%; APEX1 inh: 2%; Pol eta inh: -13%; POLI inh: 12%; RXFP1 antagonist: 0; BLM helicase inh: -2%; Pol beta inh: 20%; Anesthetic bind: -10%; POLK inh: -2%

Results for CCCCCCNS(=O)(=O)c1ccc(NC(=O)C2CCCO2)cc1 (stereo not given) ?
PGK inhibitor: -6%; APEX1 inh: -7%; Pol eta inh: inconclusive; POLI inh: -12%; RXFP1 antagonist: 26; BLM helicase inh: -2%; Pol beta inh: 3%; Anesthetic bind: 1%; POLK inh: -12%

What do the screens show for `CN1CCN(CCNC(=O)Nc2ccccc2C(F)(F)F)CC1`?
PGK inhibitor: 1%; APEX1 inh: 0%; Pol eta inh: -11%; POLI inh: 5%; RXFP1 antagonist: 4; BLM helicase inh: -2%; Pol beta inh: inconclusive; Anesthetic bind: -6%; POLK inh: -12%

Results for Cc1cc(C)c2c(N)c(S(=O)(=O)Cc3ccccc3)sc2n1 ?
PGK inhibitor: -3%; APEX1 inh: 2%; Pol eta inh: -15%; POLI inh: 5%; RXFP1 antagonist: -5; BLM helicase inh: 0%; Pol beta inh: 7%; Anesthetic bind: -21%; POLK inh: 3%

How did CCOC(=O)c1cnn(-c2nc(SC)nc3sc4c(c23)CCCC4)c1N do in these assays?
PGK inhibitor: -8%; APEX1 inh: -7%; Pol eta inh: -2%; POLI inh: -17%; RXFP1 antagonist: -11; BLM helicase inh: -5%; Pol beta inh: 4%; Anesthetic bind: -21%; POLK inh: -8%

Results for COc1cccc(S(=O)(=O)NCc2ccc(C(=O)Nc3ccc(Cl)cc3)cc2)c1 ?
PGK inhibitor: inactive; APEX1 inh: -1%; Pol eta inh: -7%; POLI inh: -19%; RXFP1 antagonist: 2; BLM helicase inh: -9%; Pol beta inh: 1%; Anesthetic bind: -11%; POLK inh: -9%

What do the screens show for `CC1Cc2ccccc2N1C1=CC(=O)CC(C)(C)C1` (stereo not given)?
PGK inhibitor: -5%; APEX1 inh: 5%; Pol eta inh: -18%; POLI inh: 82%[activator]; RXFP1 antagonist: -10; BLM helicase inh: -1%; Pol beta inh: 15%; Anesthetic bind: -7%; POLK inh: -2%

Results for Cc1ccc(C)c(NS(=O)(=O)c2ccc(-c3coc(C)n3)cc2)c1 ?
PGK inhibitor: 8%; APEX1 inh: -12%; Pol eta inh: -5%; POLI inh: -2%; RXFP1 antagonist: 5; BLM helicase inh: -2%; Pol beta inh: 42%; Anesthetic bind: -13%; POLK inh: -1%

What do the screens show for `O=C(O)C1CCCCC1C(=O)Nc1ccc(S(=O)(=O)N2CCCCCC2)cc1` (stereo not given)?
PGK inhibitor: -4%; APEX1 inh: 3%; Pol eta inh: -10%; POLI inh: -16%; RXFP1 antagonist: -14; BLM helicase inh: -4%; Pol beta inh: 6%; Anesthetic bind: -9%; POLK inh: -6%

Looked up by structure from above, two records:
How did CCSC(C)CC1C/C(=N/O)c2c(C)noc2C1 (stereo not given) do in these assays?
APEX1 inh: -3%; Pol eta inh: 4%; POLI inh: -45%; RXFP1 antagonist: 1; BLM helicase inh: -6%; Pol beta inh: 13%; Anesthetic bind: -23%; POLK inh: 0%

Results for Cc1ccc(C)c(NS(=O)(=O)c2ccc(-c3coc(C)n3)cc2)c1 ?
PGK inhibitor: 8%; APEX1 inh: -12%; Pol eta inh: -5%; POLI inh: -2%; RXFP1 antagonist: 5; BLM helicase inh: -2%; Pol beta inh: 42%; Anesthetic bind: -13%; POLK inh: -1%

The list continues:
Results for O=C(NCc1ccccc1Cl)C1CCC(=O)N(CC2CCCCC2)C1 (stereo not given) ?
PGK inhibitor: -5%; APEX1 inh: 10%; Pol eta inh: -19%; POLI inh: 26%; RXFP1 antagonist: -1; BLM helicase inh: -2%; Pol beta inh: 5%; Anesthetic bind: -10%; POLK inh: -13%

What do the screens show for `CC1CCCC(NC(=O)COC(=O)/C=C/c2ccc3c(c2)OCO3)C1C` (stereo not given)?
PGK inhibitor: inactive; APEX1 inh: 2%; Pol eta inh: -6%; POLI inh: 141%[activator]; RXFP1 antagonist: 9; BLM helicase inh: 2%; Pol beta inh: 24%; Anesthetic bind: inconclusive; POLK inh: -4%

Results for CCn1cnc2sc(C(=O)Oc3ccc(Br)cc3)c(C)c2c1=O ?
PGK inhibitor: -8%; APEX1 inh: 5%; Pol eta inh: 3%; POLI inh: -12%; RXFP1 antagonist: -4; BLM helicase inh: 2%; Pol beta inh: 15%; Anesthetic bind: -5%; POLK inh: 5%

Results for CCSc1n[nH]c(=S)s1 ?
PGK inhibitor: -7%; APEX1 inh: -4%; Pol eta inh: -17%; POLI inh: 50%[activator]; RXFP1 antagonist: -3; BLM helicase inh: -6%; Pol beta inh: -15%; Anesthetic bind: -4%; POLK inh: 1%

Results for O=C(N/N=C1\CCCc2ccccc21)c1ccccc1[N+](=O)[O-] ?
PGK inhibitor: -1%; APEX1 inh: 4%; Pol eta inh: 2%; POLI inh: 8%; RXFP1 antagonist: -3; BLM helicase inh: 3%; Pol beta inh: 0%; Anesthetic bind: -10%; POLK inh: -9%

How did CCC1CCC/C1=N\NC(=O)c1ccccc1Cl (stereo not given) do in these assays?
PGK inhibitor: inactive; Pol eta inh: -5%; POLI inh: 41%[activator]; RXFP1 antagonist: -10; POLK inh: -7%

Results for Cc1c2cnn(CC(=O)NC(C)C)c(=O)c2c(C)n1Cc1ccccc1Cl ?
PGK inhibitor: -2%; Pol eta inh: -14%; POLI inh: 22%; RXFP1 antagonist: -5; BLM helicase inh: -1%; Pol beta inh: -11%; Anesthetic bind: -8%; POLK inh: -19%

How did O=C(Oc1c(CN2CCOCC2)cc(Cl)c2cccnc12)c1ccccc1Br do in these assays?
PGK inhibitor: -9%; APEX1 inh: -4%; Pol eta inh: -17%; POLI inh: 40%; RXFP1 antagonist: -23; BLM helicase inh: -5%; Pol beta inh: -23%; Anesthetic bind: -5%; POLK inh: -1%

What do the screens show for `CC1=CC(C)(C)Nc2ccc(OC(=O)C(Cc3ccccc3)N3C(=O)c4ccccc4C3=O)cc21` (stereo not given)?
PGK inhibitor: inactive; APEX1 inh: -9%; Pol eta inh: -8%; POLI inh: -3%; RXFP1 antagonist: -8; BLM helicase inh: -10%; Pol beta inh: 13%; Anesthetic bind: inconclusive; POLK inh: -4%

How did NC(=O)CN1C(=O)C2C3c4ccccc4C(c4ccccc43)C2C1=O (stereo not given) do in these assays?
PGK inhibitor: -8%; APEX1 inh: 3%; Pol eta inh: -8%; POLI inh: 18%; RXFP1 antagonist: -16; BLM helicase inh: -2%; Pol beta inh: 23%; Anesthetic bind: -8%; POLK inh: -6%

Results for O=C(NCc1ccco1)/C(=C/c1cccc(C(F)(F)F)c1)c1nc2ccccc2[nH]1 ?
PGK inhibitor: 11%; APEX1 inh: 0%; Pol eta inh: -15%; POLI inh: -1%; RXFP1 antagonist: -4; BLM helicase inh: 3%; Pol beta inh: -9%; Anesthetic bind: -3%; POLK inh: -13%

How did N#Cc1cccc(N=Cc2c(O)ccc3ccccc23)c1 do in these assays?
PGK inhibitor: -6%; APEX1 inh: 2%; Pol eta inh: -13%; POLI inh: inconclusive; RXFP1 antagonist: 3; BLM helicase inh: -2%; Pol beta inh: 15%; Anesthetic bind: 0%; POLK inh: 0%

How did O=C1CC(c2ccccc2)CC(O)=C1C=Nc1ccccc1O (stereo not given) do in these assays?
PGK inhibitor: 10%; APEX1 inh: 3%; Pol eta inh: -10%; POLI inh: -10%; RXFP1 antagonist: -23; BLM helicase inh: -6%; Pol beta inh: inconclusive; Anesthetic bind: -12%; POLK inh: -4%

Results for Cc1ccc(C(=O)OCC(=O)c2ccccc2)cc1 ?
PGK inhibitor: -2%; APEX1 inh: -13%; Pol eta inh: -8%; POLI inh: 18%; RXFP1 antagonist: -17; BLM helicase inh: -4%; Pol beta inh: 11%; Anesthetic bind: -21%; POLK inh: -7%

How did CCn1c(SCC(=O)c2ccc(C)cc2)nnc1-c1ccoc1C do in these assays?
PGK inhibitor: 0%; APEX1 inh: -8%; Pol eta inh: 2%; POLI inh: 14%; RXFP1 antagonist: 0; BLM helicase inh: -2%; Pol beta inh: 2%; Anesthetic bind: -13%; POLK inh: -8%

Results for O=C(CSc1nc2[nH]ncc2c(=O)[nH]1)NCCc1ccccc1 ?
PGK inhibitor: -8%; APEX1 inh: -3%; Pol eta inh: 5%; POLI inh: 8%; RXFP1 antagonist: 0; BLM helicase inh: 0%; Pol beta inh: -10%; Anesthetic bind: -4%; POLK inh: 7%

What do the screens show for `CC1CCCCN1Cc1c(O)ccc2c(=O)c(-c3ccc(Cl)cc3)coc12` (stereo not given)?
PGK inhibitor: 2%&-3%; APEX1 inh: 32%; Pol eta inh: -14%&-17%; POLI inh: 20%&42%; RXFP1 antagonist: inconclusive; BLM helicase inh: 1%&-8%; Pol beta inh: -10%&-3%; Anesthetic bind: 5%&56%; POLK inh: -10%

How did Cc1ccc(CNc2ccc3cc(S(=O)(=O)N4CCCCC4)ccc3n2)cc1 do in these assays?
PGK inhibitor: inactive; Pol eta inh: -10%; POLI inh: -11%; RXFP1 antagonist: -1; BLM helicase inh: -12%; Pol beta inh: 1%; Anesthetic bind: 118%[activator]; POLK inh: 0%

What do the screens show for `COc1ccc(-c2oc3ncnc(NCCCO)c3c2-c2ccc(OC)cc2)cc1`?
PGK inhibitor: inactive; APEX1 inh: -10%; Pol eta inh: inconclusive; POLI inh: 98%[activator]; RXFP1 antagonist: 6; BLM helicase inh: -17%; Pol beta inh: 0%; Anesthetic bind: 1%; POLK inh: -16%

What do the screens show for `CC(C)=NNC1=NC(C)(C)Cc2ccccc21`?
PGK inhibitor: 4%; APEX1 inh: -4%; Pol eta inh: -24%; POLI inh: 25%; RXFP1 antagonist: -15; BLM helicase inh: 0%; Pol beta inh: -18%; Anesthetic bind: -16%; POLK inh: -5%
